Assay outcomes as filed in PubChem.
RT RNaseH block = HIV-1 RT RNase H inhibitors, primary screen, biochemical, fluorescence. RT-RNase H RNA/DNA duplex cleavage. hit rate 1.9% among 65,000. inhibition, % at 10 µM; in the data active = inhibition above about 50%
RmlCD inh mix = RmlC and RmlD coupled enzyme inhibitors, primary screen, biochemical, 384-well, compound mixtures, retest; hit rate 0.39% among 110,000; AID 1532, 2009; inhibition, % at 5.5 µM; RmlC/RmlD coupled enzyme inhibition, 384-well mixture HTS; in the data active = inhibition above about 30%, passing the limit was not always enough; also: strong numbers were not always called active
* marks the source's active call; other numbers are inactive results; . = not tested or not shown.

SMILES | RT RNaseH block | RmlCD inh mix
CCOC(=O)Cc1csc2nc3sc(C)c(C)c3c(=O)n12 | -9 | 11
c1cc2c(cc1CCNC1CCCCCC1)OCO2 | . | 7
COc1cccc(=O)c2c(C)oc(C)c12 | -19 | -8
Cc1cc(C)c2nc(N)sc2c1 | -9 | 10
CCN(CC(=O)NC1CCCC1)S(=O)(=O)c1ccc(C)cc1 | 1 | -12
Cc1cc(C)c(-n2c(C)cc(/C=C3/NC(=O)NC3=O)c2C)c(C)c1 | . | 6
COc1ccc(C(=O)Nc2ccc(S(=O)(=O)Nc3cc(C)nc(C)n3)cc2)c(OC)c1 | 12 | -11
COc1ccc(/C=N/N=C2/NC(=O)C(c3ccccc3)(c3ccccc3)S2)cc1 | . | -1
CC(C)Oc1cc2oc(=O)c3c(c2cc1Cl)CCC3 | -9 | -6
COC(=O)C1=C(NC(=O)c2ccc(C)cc2)CCS1 | . | -11
O=C(CCN1CCc2ccccc2CC1)c1ccc2c(c1)OCCO2 | 36 | -6
NNc1nc(Nc2ccccc2)nc(N2CCCCC2)n1 | . | 5
C=CCn1c(SCC(=O)N2CCc3ccccc3C2)nc2sc(C)cc2c1=O | . | -19
Cc1ccc(N2C(=O)C(Cc3ccccc3)NC2=S)cc1 (stereo unspecified) | . | 12
O=C(Nc1cccc(F)c1)c1c(F)c(F)c(F)c(F)c1F | -3 | -8
Cc1ccc(Cn2c(=O)n(Cc3ccco3)c(=O)c3ccccc32)cc1 | -1 | -12
O=C1CCCC2=C1C(c1ccccc1)CC(=O)N2c1ccccc1 (stereo unspecified) | -5 | -5
O=C(NCCc1ccccc1)C1CC(=O)N(C2CCCCCC2)C1 (stereo unspecified) | -8 | -11
Cc1nc2nc(-c3cccnc3)nn2c(C)c1Cl | -25 | 4
Cc1ccc(C)c2[nH]c(=O)c(CN(Cc3ccc4c(c3)OCO4)Cc3nnnn3Cc3ccco3)cc12 | -1 | -31
CCc1nc(N)c(C#N)c(-c2ccc(OC)c(OC)c2)c1C | -27 | -12
O=C(CN1C(=O)CNC1=O)Nc1cccc(C(F)(F)F)c1 | -7 | -4
Cc1ccc(-n2c3c(cc(C(=O)Nc4cccc(C)n4)c2=O)C(=O)CCC3)cc1 | 2 | .
CC(C)Cc1ccc(S(=O)(=O)N2CCN(C(=O)c3ccco3)CC2)cc1 | -7 | 7
CCC(=NC1CC(C)(C)NC(C)(C)C1)C1=C(O)CC(C)(C)CC1=O | -6 | 10

7 of the compounds above, with values under each structure.
The line under a structure holds: RT RNaseH block, RmlCD inh mix
- COc1ccc(C(=O)Nc2ccc(S(=O)(=O)Nc3cc(C)nc(C)n3)cc2)c(OC)c1
    12, -11
- O=C(CN1C(=O)CNC1=O)Nc1cccc(C(F)(F)F)c1
    -7, -4
- O=C1CCCC2=C1C(c1ccccc1)CC(=O)N2c1ccccc1 (stereo unspecified)
    -5, -5
- CCC(=NC1CC(C)(C)NC(C)(C)C1)C1=C(O)CC(C)(C)CC1=O
    -6, 10
- Cc1ccc(N2C(=O)C(Cc3ccccc3)NC2=S)cc1 (stereo unspecified)
    ., 12
- C=CCn1c(SCC(=O)N2CCc3ccccc3C2)nc2sc(C)cc2c1=O
    ., -19
- COc1cccc(=O)c2c(C)oc(C)c12
    -19, -8

Next structures.
SMILES | RT RNaseH block | RmlCD inh mix
O=C(CSc1nc2ccccc2[nH]1)NCc1ccco1 | -9 | -1
Cc1nc(NC(=O)/C=C/c2ccccc2)sc1C(=O)Nc1ccc(Cl)cc1 | . | -15
CC(=O)c1c(C(C)=O)c(C)n(-c2ccc(N)c(C)c2)c1C | . | -1
Cc1cc(Cl)ccc1OCCCC(=O)NCC1CCCO1 (stereo unspecified) | . | 3
O=C(/C(=C/O)N=Nc1ccc(Cl)cc1)c1ccncc1 | . | 3
c1cc(CN2CCCCC2)cc(OCCCNc2nc3ccccc3s2)c1 | . | -7
CSc1nnc(C2CCNCC2)n1C | 1 | 10
CC1(C)CC(NC(=O)c2cccc3ccccc23)CC(C)(C)N1 | . | 87
CC(=O)O[C@H]1CC[C@@]2(C)C(=CC[C@H]3[C@@H]4CC[C@H](C(C)=O)[C@@]4(C)CC[C@@H]32)C1 | . | 1
Cc1ccc(C(=O)NC2CCS(=O)(=O)C2)cc1S(=O)(=O)N1CCCCC1 (stereo unspecified) | -9 | 7
CC(C)(C)n1nnnc1C(c1ccncc1)N1CCCCCC1 (stereo unspecified) | 0 | -8
COc1ccc(C)cc1-n1c(-c2ccncc2)n[nH]c1=S | 16 | -2
Cn1nnnc1SCc1nc2ccccc2s1 | -5 | 5
Cc1nnc(-c2cnn(-c3ccccc3)c2N)n1Cc1ccc(F)cc1 | . | -5
CCOc1ccc(S(=O)(=O)Nc2ccccc2SC)cc1 | . | 9
Cc1ccc(NC(=O)C2C(c3ccccc3)C=CC(c3ccccc3)C2C(=O)O)cc1 (stereo unspecified) | . | -14
COc1cccc(-n2nnnc2SCC(=O)Nc2nc3c(s2)CCCC3)c1 | . | 6
N#Cc1cc2c(nc1SCC(=O)O)CCCC2 | . | -12
c1ccc(-c2nc3c4ccccc4nc(N4CCN(c5ccccn5)CC4)n3n2)cc1 | 15 | .
CCOC(=O)c1cnc(SCC(=O)Nc2ccc(N3CCOCC3)c(Cl)c2)nc1N | . | 11
Cc1nn2c(c1-c1ccccc1)N=C(c1ccco1)CC2c1ccccc1 (stereo unspecified) | 20 | 6
COc1cc(OC)cc(C(=O)NCC2CCCO2)c1 (stereo unspecified) | 2 | -1
O=C(O)CCc1ccc(S(=O)(=O)NCCc2ccccc2)cc1 | . | 42
CN(C)c1nc2c(c(N)nn2-c2ccc(Cl)cc2)c(=O)o1 | . | -2
CS(=O)(=O)N(CC(=O)Nc1ccccc1C(=O)NCCc1ccccc1)c1ccc2c(c1)OCCO2 | . | 8

Entries listed so far containing a thiophene ring, fused or not:
SMILES | RT RNaseH block | RmlCD inh mix
CCOC(=O)Cc1csc2nc3sc(C)c(C)c3c(=O)n12 | -9 | 11
C=CCn1c(SCC(=O)N2CCc3ccccc3C2)nc2sc(C)cc2c1=O | . | -19

The listing continues.
SMILES | RT RNaseH block | RmlCD inh mix
O=C(CCSc1ccc(Cl)c(Cl)c1)NC12CC3CC(CC(C3)C1)C2 | . | -12
COc1ccc(C2C(C(=O)OC3CCCCC3)=C(C)Nc3nnnn32)c(OC)c1OC (stereo unspecified) | 1 | .
Cc1cc(C)cc(NC(=O)c2ccc(CSc3nnnn3C)cc2)c1 | . | -12
CCOC(=O)c1nnn(CC(=O)N2N=C(c3ccccc3)CC2c2ccccc2)c1C(=O)OCC (stereo unspecified) | . | 6
Cc1nnc(SCC(=O)N(C)Cc2ccccc2)[nH]c1=O | -9 | 1
COc1cccc(C(=O)Cn2c(N3CCCCC3)nc3c2c(=O)n(C)c(=O)n3C)c1 | -12 | -8
COc1ccc(C2/C(=C(/O)c3ccccc3)C(=O)C(=O)N2C)cc1 (stereo unspecified) | -3 | -7
CC(=O)Nc1ccc(S(=O)(=O)Nc2c(C)n(C)n(-c3ccccc3)c2=O)cc1 | -14 | -9
Cn1c(NC(=O)c2ccccc2Br)cc(=O)n(C)c1=O | 1 | 4
COc1ccc(C2NC(C(=O)O)Cc3c2[nH]c2ccccc32)cc1OC (stereo unspecified) | . | -11
CC(C)CNC(=S)NNC(=O)c1ccc(OC(F)F)cc1 | . | -9
O=C(NCCCN1CCOCC1)c1cccs1 | -11 | -10
CCCn1nnc(NC(=O)c2cccnc2Cl)n1 | . | -9
COC(=O)COc1ccc(S(=O)(=O)Nc2ccc(NC(C)=O)cc2)cc1 | -2 | -2
C=CCCN(C1CCCC1)S(=O)(=O)c1ccccc1Br | . | -13
COc1ccc2c(c1)C(=O)N(c1ccccc1OC)C(=O)C2 | 1 | 22
Cc1cc(C)n(C(=O)COc2ccccc2C)n1 | . | -7
O=S(=O)(c1cccc(C(F)(F)F)c1)N1CCC(c2cc(-c3cccc4ccccc34)n[nH]2)CC1 | . | 12
O=C(c1cccc(Cl)c1)N1CCC(=O)N(C(CO)Cc2ccccc2)CC1 (stereo unspecified) | . | -31
COc1ccc(-n2c(SCC(=O)Nc3nccs3)nc3c(c2=O)SCC3)cc1 | -6 | -6
Clc1ccc(-c2nnc3n2CCCC3)cc1Cl | . | -14
COc1ccc(N2C(=O)CCC(C(=O)N(C)C3CCCCC3)C2c2ccc(OC)c(OC)c2)cc1 (stereo unspecified) | 5 | 9
CC(C)(C)NC(=O)C(c1ccccc1F)N(Cc1ccco1)C(=O)c1csnn1 (stereo unspecified) | -3 | -15
Cc1ccc2oc(=O)c3cnn(CC(=O)Nc4ccccc4N4CCN(C)CC4)c3c2c1 | -9 | -2
Cc1nc2c(c(-c3ccccc3)c1C#N)C(=O)c1ccccc1-2 | . | 1

Of the compounds above, these contain a COOH group.
SMILES | RT RNaseH block | RmlCD inh mix
Cc1ccc(NC(=O)C2C(c3ccccc3)C=CC(c3ccccc3)C2C(=O)O)cc1 (stereo unspecified) | . | -14
N#Cc1cc2c(nc1SCC(=O)O)CCCC2 | . | -12
O=C(O)CCc1ccc(S(=O)(=O)NCCc2ccccc2)cc1 | . | 42
COc1ccc(C2NC(C(=O)O)Cc3c2[nH]c2ccccc32)cc1OC (stereo unspecified) | . | -11

Additional entries:
SMILES | RT RNaseH block | RmlCD inh mix
COCCCn1c2nc3ccccc3nc2c2c(=O)n(-c3ccccc3OC)c(C)nc21 | 8 | .
CC(C)OC(=O)CSc1nnc(-c2cnccn2)n1-c1ccccc1 | -5 | -6
CN(C)CCCOC(=O)Cc1ccc(Cl)cc1 | 0 | 9
COc1cc2cc(C(c3nnnn3C(C)(C)C)N3CCC(C)CC3)c(=O)[nH]c2cc1OC (stereo unspecified) | . | 13
Cc1ccc(SC[C@H](c2ccccc2)N2CCN(CCc3ccccc3)CCC2=O)cc1 | . | 6
Cc1ccc(-n2nnnc2SC(C)C(N)=O)c(C)c1 (stereo unspecified) | -18 | 4
Fc1ccc(C(c2nnnn2C2CCCC2)N2CCc3ccccc32)cc1 (stereo unspecified) | . | -4
Nc1nc(N)c2sc3nc4c(cc3c2n1)CCC4 | -7 | -29
COc1cc(C2=NOC(C(=O)Nc3ccc(C(C)=O)cc3)C2)cc(OC)c1OC (stereo unspecified) | 3 | 6
O=C(Nc1cc(C(F)(F)F)ccc1N1CCOCC1)c1ccco1 | -1 | 16
Cc1ccc(NC(=O)CN(C)S(=O)(=O)c2cccs2)cc1F | -6 | -38
CCOC(=O)C1=C(C)NC(SCC(=O)OC)=C(C#N)C1c1ccc(C(=O)OC)cc1 (stereo unspecified) | 80* | 102
CCCOc1ccccc1C(=O)N(Cc1ccco1)C1CCS(=O)(=O)C1 (stereo unspecified) | -4 | 15
Cc1coc(NC(=O)CSc2nc(-c3ccc(Cl)cc3)cc(C(F)(F)F)c2C#N)n1 | . | 4
O=C(NCc1ccccc1)Oc1cccc(Cl)c1 | . | 6
N#CCSc1nnc(CNc2ccc(F)cc2)o1 | . | -6
O=C1COc2ccc(C(=O)COC(=O)Cn3cnc4ccccc43)cc2N1 | -8 | 3
CCN=C(Nc1ccc(Cl)cc1)c1cccnc1 | . | 5
Cc1ccccc1OCC(=O)Nc1ccccc1N1CCCCC1 | -55 | 25
Oc1c(CN2CCCCC2)cc(COCc2ccccc2)c2cccnc12 | 22 | -4
O=C(NCCCN1CCOCC1)c1ccccc1 | . | 37
CC1(C)NC(=O)N(CC(O)COc2cccc(F)c2)C1=O (stereo unspecified) | -3 | 6
Cc1nc(NCc2ccccn2)c2ccccc2n1 | -1 | 20
COc1ccc(CN2C(=O)CCC2(C)C(=O)NCc2cccnc2)c(OC)c1 (stereo unspecified) | -12 | -8
O=S(=O)(c1ccc(Cl)c(F)c1)N1CCC(c2nc(-c3ccncc3)no2)CC1 | -9 | 4
CC(=O)c1c(CC(=O)O)[nH]n(-c2nc3ccccc3s2)c1=O | . | -12

The list is partial, so the mix of outcomes need not match the whole.
